# TRPC6 inh = inhibitors of mouse TRPC6 channel | HEK293-TRPC6, membrane potential dye, ACh-evoked depolarization; active compounds read low | B-score at 10 µM | 310,000 tested, 1.1% active;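 active = B-score under library mean minus 3 SD, initial fluorescence not abnormally high, positive integrated signal ratio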;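 note: B-score derived from integrated fluorescence ratio over the kinetic read; more negative B-score means stronger inhibition of depolarization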
# SKKanGAS inh = inhibitors of SKKanGAS S. pyogenes growth in kanamycin (SK-promoter or general growth effect); BacTiter-Glo, 6 h; inhibition, % at 7.5 µM; 300,000 tested, 1.3% active; AID 1662;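 active = mean replicate score, as percent of positive control median, at least 50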;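 note: strain carries kanamycin resistance gene driven by streptokinase promoter and grows in 40 µg/ml kanamycin; loss of luminescence reflects streptokinase promoter inhibition or plain growth inhibition; 0% = median of DMSO wells and 100% = positive control at its reference dose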
# TRPC4 block = TRPC4 (mouse) channel inhibition. B-score at 10 µM. Q9QUQ5. HEK293 TRPC4beta/mu-opioid, DAMGO-evoked Fluo4 calcium flux; active compounds read low. 300,000 tested, 0.39% active;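 active = B-score over 3 SD under the library average, no early fluorescence shift, positive overall ratio signal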
#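 Material: HEK293 cells with stable TRPC4beta plus mu-opioid receptor expression; probe or stimulus: DAMGO in two steps, submaximal then maximal; technique: Fluo4 calcium fluorescence by kinetic imaging, 5 s 1 Hz baseline; measure: integrated fluorescence ratio relative to baseline, converted to per-well B score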
# TRPC6 activator = mouse TRPC6 channel activation; Q61143; HEK293-TRPC6 membrane potential dye fluorescence; active compounds read high; B-score at 10 µM; 310,000 tested, 0.13% active; AID 2550;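 active = B-score of the integrated fluorescence ratio above library mean plus 3 SD, and starting fluorescence ratio within library mean plus 5 SD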;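 note: higher score means more depolarization so channel activation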
# Platelet DG rel = platelet dense granule release activity | human platelet-rich plasma, SFLLRN dense granule ATP release, luminescence | inhibition, %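 (compounds screened at 7.5 µM in platelet-rich plasma)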 | 300,000 tested, 0.22% active | AID 1663;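 active = mean replicate score, as percent of positive control, at or above 50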
# RGS4 pot = RGS4 potentiation or activation | HEK293 M3R/inducible RGS4, carbachol calcium flux Fluo4; active compounds read low | B-score at 10 µM | 310,000 tested, 0.92% active | AID 463111;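 active = B-score of the integrated calcium signal more than 4 SD below the library mean, with starting fluorescence not abnormally high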;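 note: negative B-score means reduced calcium response which marks RGS4 activation or potentiation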
#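 Also added: carbachol at ECmax as muscarinic agonist stimulus; Assay system: HEK293 cells with stable M3R and inducible RGS4; Timing: overnight RGS4 induction, 30 min dye load 37 °C, 20 min compound RT; Measured by: Fluo4-AM (2 µM) calcium-flux fluorescence, kinetic read.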
# HIF act = HIF pathway transcriptional activation; U2OS HRE-luciferase reporter, luminescence; normalized: DMSO 0%, desferrioxamine 100%; activation, % at 7.5 µM (by protocol); 300,000 tested, 0.32% active; AID 1910;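 active = mean activation of at least 10% of the iron chelator positive control signal, with at least half of replicates also reaching 10%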
# RGS4 inh = inhibitors of human RGS4. P49798. HEK293 M3R/RGS4 inducible, Fluo-4 calcium flux; active compounds read high; triggered by carbachol at its EC20. B-score at 10 µM. 310,000 tested, 0.45% active;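 active = B-score, a plate-corrected calcium signal, over three deviations above library mean, with baseline fluorescence within five deviations of library mean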;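 note: RGS4 expression induced by doxycycline in cells with stable M3 receptor; B-score is computed from the integrated fluorescence ratio over baseline after carbachol; higher B-score means a larger calcium signal and so more RGS4 inhibition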
# Target sequence (P49798 whole entry, looked up): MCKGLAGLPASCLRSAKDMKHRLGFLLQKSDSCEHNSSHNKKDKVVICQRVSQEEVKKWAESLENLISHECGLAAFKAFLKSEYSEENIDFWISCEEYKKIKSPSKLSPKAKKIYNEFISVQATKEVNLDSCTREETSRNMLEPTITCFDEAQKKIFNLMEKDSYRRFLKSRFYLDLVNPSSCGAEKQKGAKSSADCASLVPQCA
# MrgX1 allo act = human MrgX1 positive allosteric modulation, primary screen | MrgX1-HEK293, Fluo-4 calcium flux, FDSS; active compounds read high | 310,000 tested, 0.63% active | Q96LB2 | AID 588675 | B-score at 10 µM;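 active = plate-corrected calcium response at least 3 library SD above typical, normal starting fluorescence, not activating the receptor alone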;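 note: compound read alongside a low EC10 to EC30 dose of BAM8-22 agonist; peak minus trough fluorescence over baseline measured at the second addition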
# Target sequence (Q96LB2 whole entry, looked up): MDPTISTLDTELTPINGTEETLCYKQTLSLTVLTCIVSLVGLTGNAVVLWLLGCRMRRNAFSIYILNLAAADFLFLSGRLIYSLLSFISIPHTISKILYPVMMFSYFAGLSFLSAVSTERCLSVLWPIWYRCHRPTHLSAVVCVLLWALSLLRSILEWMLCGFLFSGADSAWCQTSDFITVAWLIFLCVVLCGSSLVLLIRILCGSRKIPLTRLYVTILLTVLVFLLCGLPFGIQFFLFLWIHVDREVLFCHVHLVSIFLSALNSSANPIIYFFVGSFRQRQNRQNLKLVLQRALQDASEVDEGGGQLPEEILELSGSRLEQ
# MrgX1 antagonist = human MrgX1 receptor antagonism, primary screen. Q96LB2. MRGX1-HEK293 calcium flux, Fluo-4, BAM8-22 antagonism; active compounds read low. B-score at 10 µM. 310,000 tested, 1.3% active;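 active = calcium-response B-score plate-corrected more than 3 library SD below zero, starting fluorescence within 5 deviations, no agonist response on first addition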;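 note: peak minus trough fluorescence over baseline after final BAM8-22 challenge near maximal dose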
# MrgX1 ag = activates human MrgX1 receptor signaling; Q96LB2; MrgX1-HEK293 cells, Fluo-4 calcium fluorescence, agonist mode; active compounds read high; B-score at 10 µM; 310,000 tested, 0.44% active;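 active = calcium response B-score plate-corrected fluorescence ratio at least 3 library SD, with starting fluorescence B-score inside 5 SD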
#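 Test system: HEK293 cells stably expressing human MrgX1 receptor; amount: 15,000 cells per well; doses: compound delivered in addition one of three; times: overnight plating before 1 h dye loading; detection: Fluo-4 NW calcium-flux fluorescence, kinetic read; read-out basis: B-scored fluorescence response ratio; controls: positive and negative controls per plate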
# * hit, by the source's call; i = inactive; · = not tested or not shown.
SMILES,TRPC6 inh,SKKanGAS inh,TRPC4 block,TRPC6 activator,Platelet DG rel,RGS4 pot,HIF act,RGS4 inh,MrgX1 allo act,MrgX1 antagonist,MrgX1 ag
CCOC(=O)c1c(C)[nH]c(C(=O)CN2C(=O)C(=O)N(CC(C)C)C2=O)c1C,i,3,i,i,-5,i,0.2,i,i,i,i
COc1cccc(S(=O)(=O)Nc2cccnc2)c1,i,-1,i,i,-7,i,-0.3,i,i,i,i
CCc1cccc(CC)c1NC(=O)c1ccccc1CCc1ccccc1,i,1,i,i,-7,i,-0.6,i,i,i,i
CNC(=O)Nc1cc(NC(=O)NC)cc(C(F)(F)F)c1,i,1,i,i,5,i,-0.4,i,i,i,i
Cn1cnnc1SCC(=O)NCc1cccc(C(F)(F)F)c1,i,25,i,i,-3,i,0.3,i,i,-6.5*,i
FC(F)(F)c1cccc(Sc2cc(C(F)(F)F)nc(-c3ccccn3)n2)c1,i,1,i,i,1,i,0.0,i,i,i,i
Cc1cc(C)c2nc(SC3CCOC3=O)cc(C)c2c1 (stereo not drawn),i,-6,i,i,1,i,-0.1,i,i,i,i
CCN(CC(=O)NCCCN1CCOCC1)S(=O)(=O)c1ccc(F)cc1,i,1,i,i,10,i,-0.5,i,i,i,i
COc1ccc(S(=O)(=O)N2CCC(C(=O)NCc3cccs3)CC2)cc1,i,6,i,i,-4,i,0.3,i,i,i,i
Cc1ccc(-c2nnn(CC(=O)N(c3cccc(F)c3)C(C(=O)NC3CCCC3)c3ccco3)n2)o1 (stereo not drawn),i,4,i,i,-3,i,-0.5,i,i,-6.6*,i
C/C(Cc1ccccc1)=N\NC(=O)CNC(=O)c1ccccc1Br,i,-14,i,i,4,i,0.1,i,i,i,i
Brc1ccc2[nH]c3c(NCc4ccccn4)ncnc3c2c1,i,6,i,i,-28,i,0.3,i,i,i,i
O=C1CCCCCN1C(=O)c1ccc(C(=O)N2CCCCCC2=O)cc1,i,-12,i,i,-35,i,0.1,i,i,i,i
CN(C)CCSc1nc(-c2ccccc2)nc2c1COC(C)(C)C2,i,-2,i,i,-8,i,-0.3,i,i,i,i
COc1ccc(Cc2nc3ccc(C(=O)N4CCCN(C=O)CC4)cc3o2)cc1,i,-3,i,i,7,i,-0.8,i,i,i,i
CCCCNC(=O)/C=C/c1ccc(S(=O)(=O)Nc2ccc(OC)cc2)cc1,i,14,i,i,3,i,-0.1,i,i,i,i
CCOC(=O)C1CCN(Cc2coc3ccc(Cl)cc3c2=O)CC1,i,-13,i,i,2,i,-0.1,i,i,i,i
CNc1nc(N)c([N+](=O)[O-])c(Nc2cccc(F)c2)n1,i,-4,i,i,10,i,0.1,i,i,i,i
Cc1ccc(NC(=O)C2OCCc3ccccc32)cc1Cl (stereo not drawn),i,2,i,i,11,i,0.3,i,i,i,i
COc1ccc(-n2ccnc2SCC(=O)NCc2ccccc2)c(OC)c1,i,3,i,i,6,i,0.2,i,i,i,i
O=[N+]([O-])c1cccc(-n2nncc2-c2ccccc2)c1,i,2,i,i,4,i,-1.0,i,i,i,i
Cc1cc2c(c(=O)n1CCc1ccccc1)C(C(C)C)C(C#N)=C(N)O2 (stereo not drawn),i,-1,i,i,-2,i,0.4,i,i,i,i
O=Cc1c(Nc2cccc(C(F)(F)F)c2)nc2ccccn2c1=O,i,3,i,i,-5,i,-1.2,i,i,i,i
N#C/C(=C\c1ccncc1)c1nc2c(s1)CCCC2,i,2,i,i,5,i,0.3,i,i,i,i
CC(C)c1ccc(/C=N/NC(=O)c2cccc(S(=O)(=O)N3CCOCC3)c2)cc1,i,3,i,i,-1,i,0.0,i,i,i,i
COc1ccc(NC(=O)c2ccc(N(C)S(C)(=O)=O)cc2)cc1OC,i,8,i,i,13,i,0.2,i,i,i,i
Clc1ccc(Cn2cccn2)cn1,i,0,i,i,4,i,0.7,i,i,i,i
CC(=O)c1ccc(OCCCC(=O)OCC(=O)Nc2ccc3[nH]c(=O)[nH]c3c2)cc1,i,-8,i,i,-3,i,0.0,i,i,i,i
Cc1cc(C(=O)COc2ccccc2C#N)c(C)n1C1CC1,i,-8,i,i,-7,i,1.2,i,i,i,i
O=C1CC(c2ccc(F)cc2)SC(N(c2ccccc2)c2ccccc2)=N1 (stereo not drawn),i,2,i,i,10,i,0.1,i,i,i,i
O=C(C1CCCCC1)N1CCN(c2nc(-c3ccc(F)cc3)cs2)CC1,i,13,i,i,19,i,-0.3,i,i,i,i
CCN(CC(=O)NCc1ccc(F)cc1)C(=O)Cc1c(F)cccc1Cl,i,3,i,i,9,i,1.4,i,i,i,i
Cc1n[nH]c(=S)n1/N=C/c1ccccc1,i,-1,i,i,0,i,-0.3,i,i,i,i
N#Cc1c(NC(=O)Cn2c(=O)oc3ccccc32)oc(-c2ccccc2)c1-c1ccccc1,i,32,i,i,-1,i,-0.2,i,i,i,i
COc1ccc(-c2c(C)nc3c(-c4ccccn4)cnn3c2N)cc1,i,10,i,i,7,i,4.2,i,i,i,i
O=C(COC(=O)CCc1ccc(S(=O)(=O)N2CCOCC2)cc1)Nc1cccc(Cl)c1,i,1,i,i,4,i,-0.2,i,i,i,i
O=c1c2ccccc2oc2ncccc12,i,1,i,i,3,i,1.0,i,i,i,i
O=Cc1cccc(Oc2ncccn2)c1,i,-4,i,i,14,i,-0.5,i,i,i,i
CCc1noc(C)c1C(=O)Nc1nc(-c2ccc(Cl)cc2Cl)c(C)s1,i,-4,i,i,10,i,-0.5,i,i,i,i
Cc1nnsc1C(=O)NC(C)C12CC3CC(CC(C3)C1)C2 (stereo not drawn),i,-5,i,i,8,i,-0.6,i,i,i,i
Cc1ccsc1C(=O)NNC(=O)c1csc(N2CCOCC2)n1,i,-15,i,i,-8,i,0.2,i,i,i,i
COc1cccc(Nc2nc3ccccc3n3nnnc23)c1,i,10,i,i,1,i,2.8,i,i,i,31*
Cn1nnc2cc(C(=O)Nc3ccc4ccccc4c3)ccc21,i,-3,i,i,-1,i,2.5,i,i,i,i
CC1=CC2(O)OCCN(CCO)C2=CC1=O (stereo not drawn),i,-13,i,i,3,i,·,i,i,i,i
CSc1nccc(Oc2cncc(Cl)c2)n1,i,5,i,i,5,i,0.0,i,i,i,i
COc1ccc(OCc2nnc(SCC(=O)NCc3ccco3)o2)cc1,i,0,i,i,-1,i,0.9,i,i,i,i
COc1ccc(Nc2cc(C)c3ccccc3n2)cc1,i,5,i,i,-4,i,2.7,i,16*,i,i
O=C1C2C3C=CC(CO)(O3)C2C(=O)N1c1ccc(-c2ccccc2)cc1 (stereo not drawn),i,-3,i,i,12,i,2.4,i,i,i,i
O=C(NCc1csc(-c2cccs2)n1)Nc1cccc(Cl)c1,i,-4,i,i,7,i,-0.2,i,i,i,i
CCC/C(=N/NC(=O)c1nnn(-c2nonc2N)c1CN1CCCCC1)c1ccccc1,i,0,i,i,16,i,-0.1,i,i,i,i
# Continued:
SMILES,TRPC6 inh,SKKanGAS inh,TRPC4 block,TRPC6 activator,Platelet DG rel,RGS4 pot,HIF act,RGS4 inh,MrgX1 allo act,MrgX1 antagonist,MrgX1 ag
COc1cc(C(=O)NC2CCCCC2)ccc1OC1CCN(C(C)=O)CC1,i,-4,i,i,4,i,1.1,i,i,i,i
Cc1cc(C)cc(N(CC(=O)NC2CCCCC2)C(=O)c2csnn2)c1,i,4,i,i,-2,i,-0.1,i,i,i,i
CC(C)CCNC(=O)CN(CCCN1CCOCC1)C(=O)Cn1nnc(-c2ccc(F)cc2)n1,i,-3,i,i,0,i,-0.2,i,i,i,i
O=C(O)C1CCC1C(=O)Nc1nc(-c2ccc(Cl)s2)cs1 (stereo not drawn),i,-1,i,i,0,i,0.2,i,i,i,i
Cc1cnc(C(=O)Nc2ccc(F)c(F)c2)cn1,i,0,i,i,11,i,2.3,i,i,i,i
COc1ccc(S(=O)(=O)N2CCCN(C)CC2)cc1,i,3,i,i,5,i,-0.8,i,i,i,i
Cc1sc2nc(CN(Cc3cccs3)C(=O)C3CC3)[nH]c(=O)c2c1C,i,0,i,i,0,i,0.1,i,i,i,i
CCCNC(=O)C1CC(=O)N(c2ccc(OCC(=O)Nc3cccc(C)c3C)cc2)C1 (stereo not drawn),i,-3,i,i,-2,i,0.0,i,i,i,i
CC(=O)Nc1sc2c(c1C(c1cccc(Cl)c1)N1CCN(CCO)CC1)CCCC2 (stereo not drawn),i,4,i,i,-14,i,-0.1,i,i,i,i
CC(C)(C)c1ccc(C(=O)N/N=C/c2cccc(Cl)c2)cc1,i,1,i,i,3,i,2.4,i,i,i,i
Cc1ncoc1C(=O)N1CCc2c([nH]c3ccccc23)C1C(C)(C)C (stereo not drawn),i,-16,i,i,2,i,-0.7,i,i,i,i
Cc1ccc(C)c(N2CCN(CCCNC(=O)Cn3cccc3C(=O)c3ccccc3C)CC2)c1,i,13,i,i,-2,i,-0.7,i,i,i,i
COCCn1c(SCC(=O)Nc2ccc3c(c2)CCC3)nc2ccccc2c1=O,i,-2,i,i,1,i,-0.1,i,i,i,i
Cn1c(CSc2nc3ccccc3s2)nc2ccccc21,i,19,i,i,5,i,1.5,i,i,i,i
O=C(/C=C/c1ccccc1)NNC(=O)c1cccc(Cl)c1,i,-4,i,i,8,i,-0.2,i,i,i,i
Cn1ncc(Cl)c1C(=O)NCc1ccc(Cl)cc1,i,-1,i,i,-8,i,0.8,i,i,i,i
COc1cc(S(=O)(=O)N2CCCCC2)ccc1NC(=O)/C=C/c1ccccc1,i,-3,i,i,-4,i,-0.3,i,i,i,i
CNCCCOc1ccc(Cl)cc1C(C)(C)C,-6*,-13,i,i,0,i,-0.2,i,i,i,i
CCC1CSC(=Nc2ccc(C)cc2)N1C(=O)CN1C(=O)NC2(CCCC2)C1=O (stereo not drawn),i,-2,i,i,-1,i,-0.2,i,i,i,i
Cc1ccc(C(NC(=O)Nc2ccccn2)C(Cl)(Cl)Cl)cc1F (stereo not drawn),i,18,i,i,2,i,-0.4,i,i,i,i

# High-throughput results: PubChem, several laboratories
